Pol iota inh = inhibitors of human DNA polymerase iota. Q9UNA4. Pol iota fluorescent replication assay, 10 min. Potency, µM (highest dose often 115 µM), inactives show at the top dose activity, negative = inhibition, hits mostly inhibitors. actives 1% (n = 390,000); also: potency is read from the fitted curve at half-maximal effect
Target sequence (Q9UNA4 whole entry, looked up): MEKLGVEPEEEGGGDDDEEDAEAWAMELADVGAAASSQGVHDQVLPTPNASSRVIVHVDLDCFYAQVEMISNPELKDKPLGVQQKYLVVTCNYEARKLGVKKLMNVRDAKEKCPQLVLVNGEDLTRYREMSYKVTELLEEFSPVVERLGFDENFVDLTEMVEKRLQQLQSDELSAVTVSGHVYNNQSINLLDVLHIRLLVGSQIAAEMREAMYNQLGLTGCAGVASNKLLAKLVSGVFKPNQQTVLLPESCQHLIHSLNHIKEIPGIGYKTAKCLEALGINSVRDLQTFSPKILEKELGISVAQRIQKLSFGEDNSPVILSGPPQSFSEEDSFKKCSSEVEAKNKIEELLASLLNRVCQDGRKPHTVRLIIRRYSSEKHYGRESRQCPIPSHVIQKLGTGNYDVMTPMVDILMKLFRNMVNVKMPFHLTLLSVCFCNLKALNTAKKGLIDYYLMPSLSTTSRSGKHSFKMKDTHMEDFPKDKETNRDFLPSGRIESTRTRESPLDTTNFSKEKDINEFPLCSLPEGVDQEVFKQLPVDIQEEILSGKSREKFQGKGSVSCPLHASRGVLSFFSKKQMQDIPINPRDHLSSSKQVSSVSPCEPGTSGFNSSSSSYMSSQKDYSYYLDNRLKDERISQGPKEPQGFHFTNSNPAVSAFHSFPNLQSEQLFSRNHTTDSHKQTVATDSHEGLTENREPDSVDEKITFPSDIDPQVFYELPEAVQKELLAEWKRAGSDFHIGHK
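Pol iota at 10 nM preincubated 15 min with compounds at room temperature; reaction started with fluorescent substrate, 50 nM final. Fluorescence read kinetically at 0 and 10 min; buffer-only wells as negative control.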
TRHR ag = TRH receptor (human) agonism; P34981; TRHR cells, calcium flux fluo-8, FDSS agonist mode; activation, % at 2 µM; actives 0.18% (n = 360,000); in the data active = activation above about 30%; also: 0% is about no effect
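Fluo-8-loaded TRHR cells; 10 s baseline, compound added, kinetic Ca2+ fluorescence read 1/s, agonist mode.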
Apoferritin bind = binds horse apoferritin like a general anesthetic. apoferritin/1-aminoanthracene competitive binding, fluorescence. Potency, µM (doses to about 77.5 µM), for inactives: top-dose activity change, negative = displacement, actives largely listed as inhibitors. actives 0.074% (n = 350,000); also: potency is read from the fitted curve at half-maximal effect; % is scaled to controls: 0 for no effect and ±100 for the full control effect; nearly all actives have a fitted effect of over 20% in size
Target sequence (P02791 2-175 limits assumed): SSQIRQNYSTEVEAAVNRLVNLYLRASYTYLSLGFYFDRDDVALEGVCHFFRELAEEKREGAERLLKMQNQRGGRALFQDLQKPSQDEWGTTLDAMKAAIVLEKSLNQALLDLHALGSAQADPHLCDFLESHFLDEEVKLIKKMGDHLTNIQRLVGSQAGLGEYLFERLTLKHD
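Horse-spleen apoferritin (10 uM) was mixed with 50% saturated 1-aminoanthracene in PBS, exposed to compounds for 10 min at room temperature, and read for fluorescence (ex 380 nm, em 535 nm). Competitive displacement was fitted with a four-parameter Hill equation.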
ERG Ets-DNA blk = inhibitors of human ERG Ets domain-DNA interaction; Potency, µM (top dose mostly 76.9 µM), without a hit: at the top dose FP activity, negative = inhibition, most hits filed as inhibitors; fluorescence polarization, His-ERG Ets domain / labelled DNA; P11308; actives 0.028% (n = 370,000); active = well fitted inhibition curve with a large enough effect in the polarisation, with a control signal flat; inconclusive = small, poorly fitted or top-dose-only effect, or effect the other way, or a change in a side signal; inactive = no such curve, though single readings can be large or run the other way; the % refers to the polarisation;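 also: polarization taken with two DNA probes labelled with fluorescein and Texas red; potency is read from the fitted curve at half-maximal effect; % of control where 0% means no effect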
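His-tagged ERG Ets domain (1 uM in the protein solution; 300mM KCl, 50mM Tris-HCl, 1mM EDTA, 1mM DTT, pH 7.5) received compound, then a probe mix of 5 nM fluorescein-DNA and 100nM Texas-615-DNA. Fluorescence polarization was read for both dyes.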
12-LOX inh = ALOX12 (human) lipoxygenase inhibition. Potency, µM (doses to about 108 µM), for inactives: at the top dose activity change, negative = inhibition, usual class: inhibitors. AID 1671190. actives 1.1% (n = 580,000). purified 12hLO, xylenol orange hydroperoxide absorbance. P18054; also: potency is read from the fitted curve at half-maximal effect; % is scaled to controls: 0 for no effect and ±100 for the full control effect
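Purified human 12hLO at 150 nM in 25 mM Hepes, 0.01% Triton X-100, pH 7.0, preincubated 15 min at room temperature with compound. Reaction started with 40 uM arachidonic acid, 30 min at room temperature. Hydroperoxide measured by Fe-xylenol orange, 573/405 nm absorbance ratio.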
BLM helicase inh = Bloom syndrome helicase (human) inhibition. AID 2528. actives 0.2% (n = 350,000). recombinant BLM DNA unwinding, fluorescence dequenching. P54132. Potency, µM (top dose mostly 56.1 µM), inactives show at the highest dose activity change, negative = inhibition, hits mostly inhibitors;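 also: potency is read from the fitted curve at half-maximal effect; plate controls were vehicle for no effect and no enzyme for full effect; nearly all actives have a fitted effect of over 35% in size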
APEX1 inh = inhibitors of human APE1 endonuclease | recombinant APE1, TAMRA/BHQ-2 abasic DNA cleavage fluorescence | actives 0.35% (n = 350,000) | Potency, µM (highest dose often 65.8 µM), for inactives: at the highest dose activity change, negative = inhibition, most hits filed as inhibitors | P27695;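 also: potency is read from the fitted curve at half-maximal effect; plate controls were vehicle for no effect and reference inhibitor for full effect; nearly all actives have a fitted effect of over 55% in size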
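Quantitative HTS: incision of a TAMRA/BHQ-2 double-stranded substrate bearing a tetrahydrofuran abasic site by 0.75 nM APE1 raises fluorescence. Substrate 50 nM final, added after 15 min compound preincubation at room temperature; progress as third-minus-first kinetic read difference.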
POLB inh = blocks human DNA polymerase beta activity; P06746; Pol beta primer extension/strand displacement, fluorescence kinetic; Potency, µM (series often up to 114 µM), for inactives: at the top dose activity change, negative = inhibition, usual class: inhibitors; actives 1.3% (n = 340,000); also: potency is read from the fitted curve at half-maximal effect; % is scaled to controls: 0 for no effect and ±100 for the full control effect
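Reaction started by 50 nM substrate onto compound-treated Pol beta (10 nM, 15 min preincubation, room temperature); plates read at 0 min and 10 min. Normalized concentration-effect data fitted by four-parameter Hill equation.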
Pol kappa inh = inhibitors of human DNA polymerase kappa; actives 0.53% (n = 400,000); Potency, µM (titrated, usually from 107 µM), for the others: at the highest dose activity, negative = inhibition, hits mostly inhibitors; purified Pol kappa, fluorescent DNA synthesis assay, 10 min; AID 588579; Q9UBT6; also: potency is read from the fitted curve at half-maximal effect; % is scaled to controls: 0 for no effect and ±100 for the full control effect
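Inhibition of 10 nM Pol kappa is measured by a fluorescent read-out at 0 and 10 min following addition of 50 nM substrate (final), with a 15-min room-temperature compound preincubation.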
An asterisk follows results filed as active; u = inconclusive; x = not tested or not shown; & = joins results of further samples; [ ] = another dose, or the depositor's remark. Unless noted, calls follow the shape of the dose curve; as a rule, active = well fitted curve in the direction sought with a large enough effect; inconclusive = small, poorly fitted or top-dose-only effect, or another doubt; inactive = no such curve, though single readings can be large; an effect the other way counts as inactive or inconclusive. This is a subset, so the mix of outcomes need not match the whole.

SMILES | Pol iota inh | TRHR ag | Apoferritin bind | ERG Ets-DNA blk | 12-LOX inh | BLM helicase inh | APEX1 inh | POLB inh | Pol kappa inh
O=C(Cc1ccccc1)Nc1ccc(C(=O)O)cc1 | 1.1%[58.9 µM] | -0.2 | 6.5% | -0.1% | -12.0% | 2.5% | 0.8% | 0.4% | -20.4%
CCOC(=O)N1CCN(C(=O)c2ccc(N(Cc3ccc(C)cc3)S(C)(=O)=O)cc2)CC1 | 4.5% | 0.3 | -4.9% | -0.2% | 30.8%[activator] | 2.4% | -4.6% | 3.4% | 3.5%
Cc1cccn2c(=O)cc(COc3cccc(NC(=O)c4cccc(Cl)c4)c3)nc12 | 0.4% | -0.4 | -0.4% | 25.3% | -3.5% | -0.7% | x | 93.9%[activator] | -3.5%[60.1 µM]
CN(C)CCCNc1cc(C(C)(C)C)nc2c(-c3ccc(Cl)cc3)cnn12 | 46.4%[activator] | 1.1 | 2.0% | -0.1% | 0.0% | -0.9% | -0.5% | 0.6% | -8.5%
CC(=O)c1cccc(Nc2cc(C)nc3c(C)cc(C)cc23)c1 | 22.2% | 0.6 | -4.1% | 12.1% | -6.2% | 134.6%[activator] | -2.8% | 26.9% | -4.3%
O=C(NC(N1CCOCC1)C(Cl)(Cl)Cl)c1ccc(Br)cc1 (stereo not given) | 136.8%[activator] | 0.2 | -15.6% | -7.0% | -4.5% | -11.2% | -2.1% | 4.6% | -14.2%
COc1ccc(CC(=O)O/N=C(\N)Cc2cccc3ccccc23)cc1OC | 7.8% | 0.0 | -14.2% | 2.4% | 6.4% | -18.7% | -3.4% | -1.5% | -4.4%
CN(C(=O)CN(CCO)CC(=O)N(C)C(C)(C)Cc1ccccc1)C(C)(C)Cc1ccccc1 | 55.1%[activator] | 1.2 | 3.3%[29.3 µM] | 5.0% | 6.8% | 2.5% | -12.9% | x | 5.5%
Cc1ccc(N(Cc2cc3ccccc3[nH]c2=O)S(=O)(=O)c2ccccc2)cc1 | 4.8% | 0.1 | -17.8% | -2.6% | -23.8% | -9.0% | -0.5% | -0.6% | -3.5%
COc1cccc(CNc2nccn(-c3ccc(OC)c(OC)c3)c2=O)c1 | 3.6% | -0.6 | -1.5% | 7.9% | -9.0% | 1.1% | x | -0.9% | 4.5%
COC(=O)c1ccc(CN2CCc3ccccc32)cc1 | 134.9%[activator] | -1.1 | -14.5% | -2.5% | u | 1.8% | -14.9% | -7.4% | -5.2%
CCN(C(=O)C1CCN(S(=O)(=O)c2cccc3nonc23)CC1)c1ccccc1 | 1.9% | 0.1 | -22.7% | -4.8% | 3.2%[57.4 µM] | -3.0% | 2.7% | 6.8% | -14.7%
CSc1nc(N2CCOCC2)c2c3c(sc2n1)CCCC3 | 6.8% | -0.4 | -7.8% | 9.1% | 86.3%[activator] | -7.0% | 9.2% | 12.6% | -5.4%
Cc1ccc(OS(=O)(=O)c2ccc(-c3csc(C)n3)s2)c(C)c1 | 54.9%[activator] | 1.4 | -5.8% | 4.7% | 0.0% | -8.3% | -2.4% | 1.6% | -10.8%
C=CCN1C(=O)NC(c2ccccc2)(C(F)(F)F)S/C1=C(\C#N)c1nnc(N2CCOCC2)n1-c1ccccc1 (stereo not given) | u | -0.1 | -4.6% | 3.5% | -2.7% | -0.7% | 0.2% | 12.7% | 1.8%[60.1 µM]
CCC(CC)C(=O)N1CCc2cc(OC)c(OC)cc2C1COc1ccc2c(C)cc(=O)oc2c1 (stereo not given) | 23.5% | -0.2 | -1.0% | 11.3% | 6.1% | -0.4% | x | 14.6% | -0.3%
C[C@H](NC(=O)c1[nH]cnc1C(=O)Nc1cccc(Cl)c1)c1ccccc1 | 44.3%[activator] | 1.0 | x | 0.1% | 14.0% | x | -2.1% | x | 0.3%
COCCNCc1ccc(C(C)C)cc1 | 15.9% | -1.4 | 0.3% | 3.1% | 0.1% | -0.7% | 7.9% | -1.9% | 3.8%
O=S(=O)(NCc1ccccc1Br)c1cccs1 | -1.2% | -0.2 | -10.5% | -6.1% | -3.9% | -2.6% | 16.4% | 19.9% | -4.8%
CCC(=O)Nc1nnc(SCC(=O)NCc2ccc3c(c2)OCO3)s1 | 23.0% | 1.1 | -1.9% | -4.9% | 0.0% | 0.4% | 16.8% | 63.4% | -8.4%
Cc1ccc(SCC(=O)NCCc2ccccc2)cc1 | 43.2%[activator] | -0.8 | 6.5% | 12.4% | -16.8% | -2.1% | 13.3% | -5.7% | 0.6%
CCN1CCN(c2nc3ccccc3nc2C(C#N)C(=O)OC2CCCCC2)CC1 (stereo not given) | 8.5% | 1.7&0.8 | -14.7% | -1.7% | u | -1.0% | -2.6%&18.6% | 12.4% | -2.6%
CC1(c2ccc3c(c2)OCO3)NC(=O)N(CC(=O)Nc2ccc(N3CCOCC3)cc2)C1=O (stereo not given) | 9.7% | 0.4 | -18.1% | -9.3% | -11.1% | -4.1% | 0.7% | 2.5% | 1.0%
Cc1nnsc1C(=O)N1CCCC(Nc2ccc(C(C)C)cc2)C1 (stereo not given) | 13.6% | 0.7 | -9.1% | 7.0% | -10.9% | -2.6% | 22.7% | 23.8% | 0.2%
CC(C)Cn1c(/C=C/c2ccco2)nc2ccccc21 | 20.2% | 5.0 | -19.1% | -1.6% | u | -20.2% | 1.0% | 28.2µM* | -14.1%

In the list so far, 3 have a thiophene ring, fused or not:
SMILES | Pol iota inh | TRHR ag | Apoferritin bind | ERG Ets-DNA blk | 12-LOX inh | BLM helicase inh | APEX1 inh | POLB inh | Pol kappa inh
CSc1nc(N2CCOCC2)c2c3c(sc2n1)CCCC3 | 6.8% | -0.4 | -7.8% | 9.1% | 86.3%[activator] | -7.0% | 9.2% | 12.6% | -5.4%
Cc1ccc(OS(=O)(=O)c2ccc(-c3csc(C)n3)s2)c(C)c1 | 54.9%[activator] | 1.4 | -5.8% | 4.7% | 0.0% | -8.3% | -2.4% | 1.6% | -10.8%
O=S(=O)(NCc1ccccc1Br)c1cccs1 | -1.2% | -0.2 | -10.5% | -6.1% | -3.9% | -2.6% | 16.4% | 19.9% | -4.8%

The listing continues:
SMILES | Pol iota inh | TRHR ag | Apoferritin bind | ERG Ets-DNA blk | 12-LOX inh | BLM helicase inh | APEX1 inh | POLB inh | Pol kappa inh
COc1ccc(-c2cccc(C3CC=CC4C3C(=O)N(Cc3ccccc3)C4c3ccc4ccccc4c3)c2)cc1 (stereo not given) | 10.1%&20.7% | 0.4 | 2.8%&-7.9% | -1.4% | 2.6% | -3.5%&-2.7% | -7.1%&-1.5% | 15.3% | -1.9%&-5.2%
Cc1nnc(SCC(=O)NNC(=O)COc2ccc(Cl)cc2)n1C | 23.3% | -0.1 | 4.9% | 2.3% | 2.8% | 0.4% | 5.0% | 84.6% | -1.9%
COC(=O)c1sc(NC(=O)c2ccc3c(c2)OCO3)c(C#N)c1C | 40.1%[activator] | x | x | 0.8% | 0.0% | x | x | x | 1.5%
CCN1CCN(c2ccc(S(=O)(=O)N3CCCCC3)cc2NC(=O)c2ccc([N+](=O)[O-])o2)CC1 | 11.6% | -0.4 | x | u | u | x | 1.0% | x | -4.0%
C=CCn1c(C)cc(C(=O)CSc2nnc(Cc3ccccc3)o2)c1C | 10.9% | -0.3 | -14.1% | -0.2% | 5.3% | -6.0% | 16.3% | 23.0% | -15.4%
COCCCNC(=S)N(CCO)Cc1cc2cc3c(cc2[nH]c1=O)OCO3 | 11.9% | -0.1 | -2.0% | 11.9% | 7.7% | -0.3% | 19.0% | -1.0% | -0.3%
CCc1ccc(NC(=O)Cn2ncn3c(cc4ccccc43)c2=O)cc1 | 28.1%&30.2% | -0.4&-0.5 | -16.4%&-11.8% | 9.4%&0.9% | -6.1%&0.0% | -3.8%&-0.8% | -14.9% | 2.9%&0.9% | -15.8%&10.7%
COc1ccc(CNC(=O)c2csc3c2CCCC3)cc1 | -0.1% | -0.4 | x | -2.4% | 128.8%[activator] | x | -4.1% | x | -18.6%
COc1ccccc1NC(=O)CCCCCN1C(=O)c2cccc3cccc(c23)C1=O | 51.4%[activator] | 0.3 | -1.0% | -9.9% | 68.0%[activator] | -3.3% | 54.3%[activator] | 3.8% | 12.9%
COCCNC(=O)c1ccc(Cn2c(=S)[nH]c3cc4c(cc3c2=O)OCO4)cc1 | 16.4% | -0.1 | -8.1% | 0.3% | 0.0% | -5.6% | -2.4% | 22.0% | -0.7%
COc1ccc(-c2cccc(NS(=O)(=O)c3ccc([N+](=O)[O-])cc3)c2)nn1 | 29.0% | -1.4 | x | x | -9.1% | x | -2.6% | x | -14.4%
COc1ccc(NC(=O)CCC(=O)c2cccs2)c(OC)c1 | 54.1%[activator] | 0.2 | 5.3% | 1.8% | x | -6.3% | 31.2% | -21.6% | -5.3%
CCOc1ccc(S(=O)(=O)N2CCC(C(=O)OCc3cccc(OC)c3OC)CC2)cc1 | 0.3% | 3.1 | x | -1.1% | 447.5%[activator] | x | -15.1% | x | -8.5%
Cc1cccc(N2CCN(C(=O)Cn3nc(C)c4sc5ccccc5c4c3=O)CC2C)c1 (stereo not given) | -3.1% | -0.4 | u | -1.5% | -21.1% | -2.5% | x | 3.7% | 4.0%
COc1ccc(NC(=O)[C@@]2(CC(=O)O)CC(/C=C/c3ccccc3)=NO2)cc1 | 101.3%[activator] | 1.2 | 5.2% | -1.1% | -10.4% | -2.4% | -8.4% | 41.8% | -18.5%
COc1ccc(Cl)cc1NC(=O)Cn1nnc(C(=O)NCc2ccc3c(c2)OCO3)c1N | 7.0%&-3.3% | -0.1&1.2 | u | -1.5%&2.0% | -30.8%&-28.4% | -14.6%&-15.1% | -12.5% | -16.2%&30.1% | -24.0%&-21.6%
